Rtt109 HAT inh – C. albicans Rtt109 histone acetyltransferase inhibition; Q5AAJ8; inhibition, % at 34.9 µM; purified Rtt109/Vps75, ThioGlo CoA-SH fluorescence, 4 h; 330,000 compounds, 0.16% hits;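 active = inhibition of at least 50% in every replicate; inconclusive = best replicate reaches 50% inhibition but some replicates fall short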
MITF TRPM1 HTS – activators of MITF-driven TRPM1 promoter activity in SK-MEL-5 cells; AID 588334; SK-MEL-5 TRPM1-promoter luciferase, 24 h; % of positive control, neutral wells = 0; 300,000 compounds, 0.75% hits; activation, % at 12.5 µM;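 active = mean activation of at least 80% with every replicate also reaching 80%; inconclusive = mean reaches 80% but some replicate falls short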;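 also: 0% = neutral control wells and 100% = parthenolide positive control wells; values of inactives mirror those of a sister screen read the other way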
PvdQ inh – P. aeruginosa PvdQ acylase inhibition. purified PvdQ acylase, fluorescence plate reader. inhibition, % at 10 µM. 340,000 compounds, 0.063% hits. AID 488965; in the data active = inhibition above about 30%, passing the limit was not always enough; inconclusive = no clear call, values can overlap the other calls;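 also: 0% = vehicle neutral wells and 100% = reference inhibitor wells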
HTR5A ag – activates human HTR5A in OPRM1-OPRD1 agonist counter-screen | HTR5A agonist assay, luminescence, cell-based | activation, % at 9.3 µM | AID 504692 | 340,000 compounds, 0.61% hits; in the data active = activation mostly above about 9.5%, no sharp cut-off; inactive = mostly below about 7.6%;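 also: 0% = cells with vehicle only and 100% = reference agonist; strong numbers were not always called active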
CDK5 p35 inh – inhibitors of human CDK5/p35 kinase | Recombinant CDK5/p35, ADP-Glo luminescence, 60 min | AID 488839 | Q00535+Q15078 | inhibition, % at 10 µM | 330,000 compounds, 0.01% hits;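 active = highest replicate inhibition of at least 50% and at least 75% of replicates reaching 50%; inconclusive = only one of the two criteria met; inactive = both criteria failed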;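 also: plate controls were DMSO neutral control for no effect and GW8510 at 10 µM for full effect; many of its hits are not listed in these tables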
Target sequence (Q00535 whole entry, looked up): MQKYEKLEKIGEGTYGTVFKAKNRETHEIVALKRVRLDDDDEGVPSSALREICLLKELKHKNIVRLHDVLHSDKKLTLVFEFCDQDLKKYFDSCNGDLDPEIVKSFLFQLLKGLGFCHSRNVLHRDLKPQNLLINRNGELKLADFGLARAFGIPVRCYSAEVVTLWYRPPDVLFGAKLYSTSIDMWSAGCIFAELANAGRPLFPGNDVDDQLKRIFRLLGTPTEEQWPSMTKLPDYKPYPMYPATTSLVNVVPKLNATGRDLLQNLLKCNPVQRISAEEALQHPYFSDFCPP
Target sequence (Q15078 whole entry, looked up): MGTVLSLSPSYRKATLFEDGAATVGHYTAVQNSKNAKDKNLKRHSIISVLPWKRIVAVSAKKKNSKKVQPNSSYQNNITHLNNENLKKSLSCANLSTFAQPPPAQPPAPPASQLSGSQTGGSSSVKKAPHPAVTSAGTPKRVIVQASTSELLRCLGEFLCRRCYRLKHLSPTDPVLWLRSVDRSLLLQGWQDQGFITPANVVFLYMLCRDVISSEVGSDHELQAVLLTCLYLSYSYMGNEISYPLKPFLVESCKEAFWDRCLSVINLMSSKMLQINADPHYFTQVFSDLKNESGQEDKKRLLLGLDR
RTF Ca sens act – increases calcium sensitivity of human cardiac regulated thin filaments | P19429+P45379 | IANBD-labeled TnC RTF fluorescence at EC20 calcium; 0% EC20 calcium, 100% full calcium | activation, % at 7.2 µM | 340,000 compounds, 0.24% hits | AID 493008;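 active = activation above the mean over all tested compounds plus 3 SD, cut at about 30% in these data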;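 also: rise in fluorescence read as greater calcium sensitivity of cardiac thin filaments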
dFosB activator – mouse delta FosB homodimer activation; P13346; purified delta FosB, TAMRA-CDK5 oligo fluorescence polarization; percent of positive-control signal above neutral wells; activation, % at 25 µM; 340,000 compounds, 0.99% hits;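 active = mean activation above about 17%, with every replicate also reaching it, limit read from the data, passing the limit was not always enough; inconclusive = only one of the two conditions met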;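 also: fluorescence polarization rise as delta FosB binds a TAMRA Cdk5 AP-1 oligo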
Target sequence (P13346 whole entry, looked up): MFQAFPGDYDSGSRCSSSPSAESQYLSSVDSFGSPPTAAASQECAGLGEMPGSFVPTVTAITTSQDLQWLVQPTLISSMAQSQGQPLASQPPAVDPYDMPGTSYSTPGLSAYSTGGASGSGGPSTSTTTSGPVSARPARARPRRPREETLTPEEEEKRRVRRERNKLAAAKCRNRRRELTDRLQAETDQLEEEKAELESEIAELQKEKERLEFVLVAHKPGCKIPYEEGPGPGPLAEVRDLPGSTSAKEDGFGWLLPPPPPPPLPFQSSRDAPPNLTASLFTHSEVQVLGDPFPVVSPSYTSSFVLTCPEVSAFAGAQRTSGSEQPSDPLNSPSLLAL
SR-BI DiI inh – blocks mouse SR-BI lipid uptake from DiI-HDL. Q61009. ldlA[mSR-BI] CHO cells, DiI-HDL uptake fluorescence, 3 h. 320,000 compounds, 0.96% hits. inhibition, % at 12.5 µM;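 active = mean replicate inhibition of at least 70% and a set share of replicates each scoring 70 or more; inconclusive = meets just one of the two criteria; inactive = fails both criteria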;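 also: 0% = median of neutral control wells and 100% = median of positive control wells; values of inactives mirror those of a sister screen read the other way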
Wnt bcat act – activates Wnt/beta-catenin signaling in a reporter cell assay | activator, plate reader | activation, % at 9.35 µM | 300,000 compounds, 1.2% hits | AID 743398; in the data active = activation above about 30%, passing the limit was not always enough; inconclusive = no clear call, values can overlap the other calls;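 also: 0% = neutral control wells and 100% = positive control wells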
SR-BI uptake up – SR-BI HDL lipid transfer activation; CHO ldlA[mSR-BI] cells, DiI-HDL uptake fluorescence, 3 h; 100 = double the neutral-control signal; activation, % at 12.5 µM; 320,000 compounds, 0.096% hits; AID 504775;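 active = mean replicate activation of at least 60% and every replicate at or above 60%; inconclusive = mean or all-replicate condition met, but not both; inactive = mean below 60% and not all replicates reaching 60%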;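 also: 0% = median plate neutral-control signal and 100% = twice that signal; values of inactives mirror those of a sister screen read the other way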
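Material – SR-BI-overexpressing, LDLR-lacking CHO cells · Medium – BSA-supplemented, HEPES-buffered Ham's F12, pH 7.4 · Doses – single concentration · Times – compound with DiI-HDL co-incubation, 3 h at 37 °C · Measured by – bottom-read fluorescence, 550/595 nm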
Starred values were filed as active, the others as inactive; ? = inconclusive; · = not tested or not shown. Outcome played no part in choosing rows (roughly 4.4% active in at least one column).

No.	SMILES	Rtt109 HAT inh	MITF TRPM1 HTS	PvdQ inh	HTR5A ag	CDK5 p35 inh	RTF Ca sens act	dFosB activator	SR-BI DiI inh	Wnt bcat act	SR-BI uptake up
1	CN(C)CCCN(Cc1cc2cc3c(cc2[nH]c1=O)OCO3)C(=S)Nc1cccc(Cl)c1	9	25	?	0	1.7	-2	12	26	-6	-26
2	C=C(C)c1cccc(C(C)(C)NC(=O)NNC(=O)c2ccccc2O)c1	9	-1	4	-5	0.6	6	-14	·	-3	·
3	COC(=O)N/N=C(\C)c1ccc(OC(F)F)cc1OC(F)F	-6	5	-2	5	-1.2	1	5	-29	·	29
4	O=C(Nc1ccc2c(c1)CCC2)c1cnn2c1NC(c1ccco1)CC2C(F)(F)F (configuration not stated)	4	49	10	3	-1.4	1	8	7	·	-7
5	CCn1c(SCc2nc3cc(OC)c(OC)cc3c(=O)[nH]2)nc2ccccc21	10	13	14	-1	-1.2	4	3	-3	-1	3
6	CCOC(=O)c1c(NC(=O)CN2C(=O)C(=O)N(CC(C)C)C2=O)sc(C)c1CC	·	7	-2	-4	0.9	-14	0	3	-5	-3
7	O=C(NCc1ccco1)c1ccc(S(=O)(=O)N2CCOCC2)cc1	2	-13	-5	1	-0.8	4	-12	-5	-3	5
8	COc1ccc(C(=O)NC(=C(Cl)Cl)S(=O)(=O)c2ccc(C)cc2)cc1	-2	4	-7	4	-1.2	1	23*	-17	3	17
9	O=C(O)C(=O)Nc1ccc(NC(=O)C(c2ccccc2)c2ccccc2)cc1	-5	4	-10	-2	0.2	3	6	2	1	-2
10	COc1ccc(S(=O)(=O)N2CCCCC2)cc1NC(=O)CSc1nccn1C	0	21	-5	0	-2.1	-7	0	25	-1	-25
11	Cc1ccnc(N2C(=O)c3ccccc3C2O)c1 (configuration not stated)	9	11	14	0	1.6	-3	1	-12	23	12
12	Cc1ccc(S(=O)(=O)N2CCC(C(=O)N3CCc4ccccc43)CC2)cc1C	-2	7	-15	12	1.7	-7	5	-17	0	17
13	CCC/C(C(=O)NCCO)=C1/c2ccccc2C(=O)N1c1ccccc1	11	13	-7	2	1.7	9	3	1	-1	-1
14	COc1ccccc1C(=O)C1CCCN(C(=O)c2ccc3c(c2)OCCO3)C1 (configuration not stated)	-2	-1	-10	0	-5.3	4	-4	-14	11	14
15	CCN1CCN(C(=O)c2cc(=O)c3cc(C)ccc3o2)CC1	-2	9	-6	-5	2.0	0	9	-11	-1	11
16	Clc1ccc(Br)cc1-c1nc(-c2ccncc2)no1	3	25	-9	0	1.2	-2	2	4	12	-4
17	COC(=O)C(CC(=O)O)NCc1ccco1 (configuration not stated)	4	0	-8	-1	-3.4	-4	-4	·	2	·
18	COc1ccccc1C(c1nnnn1C(C)(C)C)N1CCN(C(=O)c2ccco2)CC1 (configuration not stated)	0	-8	2	4	-0.4	-2	-3	22	1	-22
19	CSc1ccccc1OCc1cc(C(=O)N(C)Cc2ccc(C)o2)no1	-9	99*	-7	0	-2.4	-4	-9	10	18	-10
20	C/C(=N\NC(=O)CCc1c[nH]c2ccccc12)c1cccc([N+](=O)[O-])c1	1	0	1	2	0.3	0	-3	5	2	-5
21	O=S(=O)(Cc1ccccc1)N1CCC(c2nc(-c3cccs3)no2)CC1	4	3	-6	-1	-0.7	1	-10	6	-2	-6
22	COc1ccc(NC(=O)c2ccc(Cl)c(S(=O)(=O)N3CCc4ccccc4C3)c2)cn1	8	·	-15	1	-0.8	2	-4	40	-2	-40
23	CCOC(=O)C1(CCOc2ccccc2)CCN(Cc2ccc3nonc3c2)CC1	-2	-5	-7	4	-0.9	6	-6	23	-2	-23
24	Cn1c(N)c(C(=O)COC(=O)CSc2cccc3cccc(Cl)c23)c(=O)n(C)c1=O	1	-5	-18	3	-5.1	4	-4	6	-1	-6
25	O=C(COc1ncnc2scc(-c3ccc(F)cc3)c12)NCc1ccco1	-2	-14	-10	-1	1.5	2	-9	6	·	-6
26	O=C(COC(=O)c1cc([N+](=O)[O-])ccc1Cl)NC1CCCC1	5	-13	-4	-2	-1.8	-6	0	0	1	0
27	COc1ccc(C(CNC(=O)c2ccc(-c3ccccc3Cl)o2)N2CCOCC2)cc1 (configuration not stated)	9	5	-15	4	-0.8	-6	-13	6	-3	-6
28	CCc1nnc(NC(=O)CCC(=O)N2CCN(Cc3ccccc3)CC2)s1	3	6	-8	-4	-0.5	6	-6	-19	·	19
29	O=C(Nc1ccc(-n2cccn2)cc1)C1CCCCN1Cc1cccc2c1OCO2 (configuration not stated)	5	-27	7	-1	1.2	-4	-7	66	-4	-66
30	Cc1ccc(OS(=O)(=O)c2ccc(N3C(=O)CCC3=O)cc2)cc1	-3	-11	0	1	-0.7	-5	-6	0	-1	0
31	COc1cc(C(C)=O)ccc1OCc1cc(C(=O)N2CCSCC2)no1	-1	16	-13	0	2.6	1	3	2	0	-2
32	CC1CCCCN1C(=O)CSc1ccc(-c2ccc(F)cc2)nn1 (configuration not stated)	-18	0	-10	5	1.1	-2	-5	-1	·	1
33	Cc1cc(-n2c(C)cc(C(=O)COc3cccnc3[N+](=O)[O-])c2C)no1	1	4	7	10	1.6	-9	-19	9	0	-9
34	COc1ccc2c(c1)CCc1cn[nH]c1-2	4	·	-19	-3	1.8	-1	4	-14	5	14
35	C=CCNCCOCCOc1ccccc1-c1ccccc1	·	2	4	-4	0.7	-5	0	-9	-7	9
36	O=C(COCc1cc(-c2cccs2)on1)NC1CCCCC1	-10	-7	-17	-3	-1.1	0	-12	-24	0	24
37	COc1ccc(S(=O)(=O)N(C)CC(=O)N2CCN(C)CC2)cc1C	-4	-12	-12	-1	2.3	0	3	-6	·	6
38	CN1CCN(Cc2ccc(Sc3ccc(Cl)cc3)c([N+](=O)[O-])c2)CC1	·	-1	2	-4	-0.1	-4	-9	-16	-4	16
39	CN(C1CCCCC1)S(=O)(=O)c1ccc(NC(=O)CCC(=O)O)cc1	-21	-3	-16	0	2.2	-2	-8	-1	-1	1
40	CCN(C(=O)CSc1nnc(NCCOC)s1)c1c(N)n(Cc2ccccc2)c(=O)[nH]c1=O	13	12	-5	1	0.1	-5	3	-26	-3	26
41	COc1ccnc(N2CCN(c3cccc(C(F)(F)F)c3)CC2)c1C#N	·	1	-8	-2	1.7	0	-7	12	-2	-12
42	Cc1ccc(Nc2nnc(SC3CCOC3=O)s2)c(C)c1 (configuration not stated)	-4	4	-1	4	0.4	7	0	-1	-6	1
43	COc1ccccc1CC(NC(C)=O)C(=O)NC1CCN(C(=O)c2ccc([N+](=O)[O-])cc2)CC1 (configuration not stated)	7	-4	-6	0	0.6	-1	-3	-12	-2	12
44	COc1cccc(CNC(=O)C(C)n2ccc3cc(S(=O)(=O)N4CCCCCC4)ccc32)c1 (configuration not stated)	8	3	-14	-1	-0.4	-2	-14	27	-2	-27
45	Cc1cc(C)c2nc(NC(=O)c3cccc(S(=O)(=O)N4CCc5ccccc54)c3)sc2c1	3	4	-11	4	2.5	3	0	27	-3	-27
46	Cc1ccc(S(=O)(=O)Nc2cccc(C(=O)N3CCN(c4ccccc4O)CC3)c2)cc1F	-2	-15	-8	-2	-0.3	-6	-13	-4	1	4
47	CC(=O)NCCCc1nc2ccccc2n1Cc1ccc(C)cc1	0	4	-16	4	1.6	0	-3	-16	-2	16
48	O=C(c1ccc(NS(=O)(=O)c2cccc(F)c2)cc1)N1CCCC1	-19	-1	-15	5	-2.2	6	3	-19	-1	19
49	Cc1ccc(CNC(=O)C2CCCN(c3cnccn3)C2)cc1 (configuration not stated)	2	-7	-6	0	0.2	12	-8	-7	-2	7
50	CCC(C(=O)Nc1ccccc1OC)n1c(C(=O)OC)cc2ccsc21 (configuration not stated)	21	-5	-10	9	0.1	-6	-11	-3	·	3
51	CS(=O)(=O)N1CCN(c2ccnc3cc(Cl)ccc23)CC1	22	-7	20	3	-0.3	1	-4	-8	2	8
52	CCc1nnc(NC(=O)CCC(=O)N2CCN(c3cc(Cl)ccc3C)CC2)s1	8	8	-9	0	0.4	-5	-15	-11	3	11
53	Cc1cc(NCCN2CCOCC2)c2ccc3ccccc3c2n1	36	20	2	-4	1.1	-7	-4	-18	57*	18
54	CC(=O)Nc1ccc(S(=O)(=O)NC2=NCN(c3ccc([N+](=O)[O-])cc3)CN2)cc1	-1	-3	8	-2	1.4	-1	24*	-28	1	·
55	CCCCCn1c(=O)[nH]c2cc(C(=O)N3CCN(c4ccccc4F)CC3)ccc2c1=O	-1	-27	-10	-6	-4.8	-2	5	·	-4	·
56	CCOc1cc(NC(=S)NCC2CCCO2)c(OCC)cc1NC(=O)c1ccccc1C (configuration not stated)	1	·	-11	-1	2.2	0	-7	8	0	-8
57	COc1cc2ccccc2cc1C(=O)N(CCN(C)C)c1nc2c(F)cc(F)cc2s1	37	-1	-11	1	0.8	-2	35*	-1	-1	1
58	COC(=O)C1=C(C(=O)OC)C2(OC1c1ccccc1C)C(=O)c1ccccc1C2=O (configuration not stated)	-18	-10	-11	2	1.7	6	-14	·	·	·

Source: PubChem BioAssay
